KB-V1 MDR tox = qHTS assay for MDR1-selective chemotherapeutics: Primary screen using the drug-selected MDR subline cells KB-V1; Potency, µM (titrated, usually from 46.1 µM), without a hit: at the top dose activity change, negative = cytotoxicity, actives largely listed as cytotoxic; KB-V1 MDR cells viability, CellTiter-Glo, 72 h; 400,000 compounds, 3.4% hits; note: % is set by controls: 0 for no effect and ±100 for the full control effect; nearly all actives have a fitted effect of over 60% in size
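Following 72 h at 37 degrees C with compound, KB-V1 cell viability was read by CellTiter-Glo luminescence, medium being phenol-red-free DMEM plus 10% FBS; concentration-response parameters came from normalized, curve-fitted qHTS data.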
HT1080 IDH1KD tx = qHTS for induction of synthetic lethality in tumor cells producing 2HG: qHTS for the HT-1080-IDH1KD cell line. HT-1080 IDH1 knockdown viability, ATP luminescence, 48 h. Potency, µM (doses to about 46.1 µM), inactives show at the highest dose activity, negative = toxicity, actives largely listed as cytotoxic. 360,000 compounds, 2% hits. AID 686971, 2013;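 note: 0% = DMSO wells and -100% = cell-free medium wells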
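% activity derives from luminescence (CellTiter-Glo), normalised to DMSO and no-cell wells. HT-1080-IDH1KD cells, 750/well, had 48 h compound exposure at 37 °C.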
GLP-1R agonist = qHTS of GLP-1 Receptor Agonists; Glucagon-like peptide 1 receptor (Homo sapiens), P43220; HEK293 GLP-1R CRE-luciferase, luminescence, 4-6 h; cells express a hypersensitive GLP-1R form; Potency, µM (doses to about 45.6 µM), for the others: at the top dose activation, usual class: activators; 380,000 compounds, 0.007% hits; note: % of control where 0% means no effect
Target sequence (P43220 whole entry, looked up): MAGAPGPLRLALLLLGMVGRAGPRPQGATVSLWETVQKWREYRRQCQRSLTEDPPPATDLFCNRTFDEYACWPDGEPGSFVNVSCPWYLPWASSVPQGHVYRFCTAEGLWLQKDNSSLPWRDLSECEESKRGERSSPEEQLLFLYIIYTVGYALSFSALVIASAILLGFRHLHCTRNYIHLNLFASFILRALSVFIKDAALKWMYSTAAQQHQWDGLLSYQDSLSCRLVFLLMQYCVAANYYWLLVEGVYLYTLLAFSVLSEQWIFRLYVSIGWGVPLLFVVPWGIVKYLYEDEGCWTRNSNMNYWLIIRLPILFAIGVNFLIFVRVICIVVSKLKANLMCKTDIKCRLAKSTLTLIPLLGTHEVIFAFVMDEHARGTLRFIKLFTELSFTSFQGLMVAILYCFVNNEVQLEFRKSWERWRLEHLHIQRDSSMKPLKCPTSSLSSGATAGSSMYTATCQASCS
SW480 rerep = A quantitative high throughput screen for small molecules that induce DNA re-replication in SW480 colon adenocarcinoma cells. SW480 DNA re-replication, Hoechst DNA content imaging, 48 h. Potency, µM (doses to about 46.1 µM), for the others: at the top dose re-replication activation, hits mostly activators. 340,000 compounds, 1.8% hits. AID 624297, 2012; note: % of control where 0% means no effect; nearly all actives have a fitted effect of over 55% in size
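First, 250 cells per well were seeded. Next, compound or vehicle (23 nL) was pinned in, plates sat 48 hr at 37 C. Finally Hoechst was added for 40 min before fluorescence scanning.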
GLP1R cytotox = qHTS of GLP-1 Receptor Inverse Agonists: Cytotox Screen; HEK293 cAMP-luciferase reporter cells, luminescence, 24 h; Potency, µM (doses to about 38.3 µM), for inactives: at the highest dose activity change, negative = inhibition, usual class: inhibitors; 410,000 compounds, 0.13% hits; AID 624418, 2012;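 note: loss of luciferase light is scored as toxicity; % is set by controls: 0 for no effect and ±100 for the full control effect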
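A 23 nL compound transfer followed 12 hours of cell culture at 37 deg C; exposure then lasted 24 hr. Luciferase assay detection reagent was dispensed and plates read for luminescence after a 12 min room-temperature wait.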
TDP43 rescue = qHTS of TDP-43 Inhibitors | TDP-43 expressing yeast growth rescue, BacTiter-Glo, 24 h | 410,000 compounds, 1.8% hits | Potency, µM (top dose mostly 46.1 µM), for inactives: top-dose growth rescue (activation), usual class: activators | AID 652104, 2013; note: % of control where 0% means no effect; nearly all actives have a fitted effect of over 50% in size
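Galactose-induced TDP-43 yeast, OD600=0.02, compound pinned; 24 hr, 30 deg C; BacTiter-Glo luminescence for growth. Inhibitors of TDP-43 toxicity read as activators.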
GLP-1R inv ag = qHTS of GLP-1 Receptor Inverse Agonists (Inhibition Mode) | 410,000 compounds, 1.6% hits | AID 624417, 2012 | HEK293 GLP-1R CRE-luciferase, luminescence, 24 h; GLP-1R form is constitutively active | Potency, µM (titrated, usually from 38.3 µM), inactives show top-dose activity change, negative = inhibition, usual class: inhibitors; note: % is set by controls: 0 for no effect and ±100 for the full control effect; nearly all actives have a fitted effect of over 55% in size
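Inverse agonism was detected as reduced cAMP-driven luciferase luminescence after 24 h compound treatment. The cells were HEK293 clones expressing constitutively active human GLP-1R with the reporter. Reporter-only and GPR119 cell lines served as counterscreen controls.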
KB-3-1 tox = qHTS assay for MDR1-selective chemotherapeutics: Primary screen using the parental adenocarcinoma cell KB-3-1; KB-3-1 viability, CellTiter-Glo ATP luminescence, 72 h; Potency, µM (top dose mostly 46.1 µM), without a hit: at the highest dose activity change, negative = cytotoxic, hits mostly cytotoxic; 400,000 compounds, 1.4% hits; AID 1347075, 2019; note: % is set by controls: 0 for no effect and ±100 for the full control effect; nearly all actives have a fitted effect of over 60% in size
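Multi-concentration cytotoxicity screen in KB-3-1 cells grown in DMEM lacking phenol red with 10% FBS. After 72 h at 37 °C with compound, ATP-dependent luminescence was recorded.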
HT1080NT lethal = qHTS for induction of synthetic lethality in tumor cells producing 2HG: qHTS for the HT-1080-NT fibrosarcoma cell line | 360,000 compounds, 1.6% hits | Potency, µM (titrated, usually from 46.1 µM), inactives show top-dose activity, negative = less viability, most hits filed as cytotoxic | HT-1080-NT fibrosarcoma viability, CellTiter-Glo ATP luminescence, 48 h;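 note: NT is the 2HG producing partner of a matched IDH1 knockdown line; 0% = DMSO-treated cells and -100% = media-only wells without cells; nearly all actives have a fitted effect of over 55% in size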
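Viability by CellTiter-Glo luminescence after 48 h compound exposure at 37C of HT-1080-NT cells (750/well, RPMI, 5% FBS). % activity scaled between DMSO wells and medium-only wells, then curve-fitted and categorized by curve class.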
* marks the source's active call; other numbers are inactive results; ? = inconclusive; . = not tested or not shown; [ ] = dose if it differs, or a comment. Calls come from the whole dose curve; as a rule, active = well fitted curve in the direction sought with a large enough effect; inconclusive = small, poorly fitted or top-dose-only effect, or another doubt; inactive = no such curve, though single readings can be large; an effect the other way counts as inactive or inconclusive. Potency is the fitted concentration of half-maximal effect.

SMILES	KB-V1 MDR tox	HT1080 IDH1KD tx	GLP-1R agonist	SW480 rerep	GLP1R cytotox	TDP43 rescue	GLP-1R inv ag	KB-3-1 tox	HT1080NT lethal
O=C(COC(=O)c1cncc(Br)c1)NCC12CC3CC(CC(C3)C1)C2	?	-1.2%	8.5%	-4.2%	-7.5%	-12.1%	85.5%[activator]	14.0%	-3.1%
CN(C)CCOC(=O)NC12CC3CC(CC(C3)C1)C2	27.2%	-6.0%	16.8%	0.1%	-2.2%	-0.2%	-1.6%	5.5%	-8.2%
O=C(CCC1N=C2c3ccccc3N=C(SCC(=O)Nc3ccccc3F)N2C1=O)NCc1ccccc1 (stereo not given)	?	.	.	.	-9.2%	6.6%	0.3%	-10.4%	.
O=C(NC1CCCc2ccccc21)c1ccc(CNc2c(N3CCOCC3)c(=O)c2=O)cc1 (stereo not given)	20.6%	2.5%	8.5%	-16.8%	-10.2%	19.7%	22.6%	15.0%	-1.9%
Cc1ccc(S(=O)(=O)NNC(=O)c2cnn(-c3ccc(Cl)cc3)c2C(F)(F)F)cc1	-10.0%	-15.0%	4.1%	1.1%	-21.4%	-0.8%	?	-0.1%	-22.2%
O=C(NC(=S)Nc1cccc2ncccc12)c1ccccc1	-22.5%	-1.7%	-1.8%	-2.0%	?	?	2.8%	-5.9%	-2.6%
COc1ccc(C(=O)CN2CCN(c3ccc(F)cc3)CC2)cc1OC	-2.4%	16.4%	-1.0%	0.8%	-4.0%	16.2%	0.0%	5.4%	0.3%
O=C(Nc1nnc(-c2ccco2)o1)c1ccc(S(=O)(=O)N2CCOCC2)cc1	?	-19.0%	-4.7%	6.9%	-34.4%	23.7%	18.6%	-21.1%	-21.3%
COc1cc(/C=N/NC(=O)COc2cccc(F)c2)ccc1OS(=O)(=O)c1ccc(C)cc1	5.8µM*	?	-3.3%	?	20.2%	24.1%	?	?	-1.2%
O=C(CO/N=C/c1ccc(OC(F)F)cc1)NC1CCCCCC1	?	-0.7%	11.4%	-1.0%	2.0%	?	?	-6.1%	-14.0%
O=C(Nc1ccc(Cl)cn1)c1cccc2ccccc12	?	11.6µM*	5.0%	?	-21.6%	?	?	?	?
COC(=O)[C@]1(C)N[C@H](c2ccc(-c3ccc(Cl)c(Cl)c3)cc2)[C@@H]2C(=O)N(C)C(=O)[C@@H]21	5.9%	-20.0%	-0.2%	-14.6%	-14.4%	26.3%	-7.3%	?	-15.6%
COc1ccc(CNC(=O)C(=O)NCC2OCCN2S(=O)(=O)c2ccc(C)cc2)cc1 (stereo not given)	-7.8%	-2.7%	-2.3%	-8.3%	-0.2%	0.0%	3.9%	-23.3%	-2.8%
CCOC(=O)c1c(C)[nH]c(C)c1S(=O)(=O)N1CCC(C(=O)NCc2ccc(N(C)C)cc2)CC1	0.0%	.	.	.	-5.1%	24.1%	4.7%	7.9%	.
O=C1NCC(COc2cccc3ccccc23)O1 (stereo not given)	0.0%	-14.6%	2.5%	-2.2%	-5.2%[7.66 µM]	24.2%[9.22 µM]	-19.6%[7.66 µM]	-5.0%	-13.1%
COC(=O)c1cc(Br)c(=O)n(CCC2=CCCCC2)c1	-1.1%	6.7%	7.1%	2.2%	-3.2%	15.4%	?	-3.9%	5.0%
CCOC(=O)CNC(=O)CSc1nnc(CCc2nc3ccccc3[nH]2)n1C	16.1%	1.0%	1.0%	-4.9%	0.1%	23.3%	0.8%	-0.5%	7.0%
CSc1ncccc1C(=O)NC1CCN(Cc2ccccc2)CC1	16.5%	3.0%	9.6%	-1.3%	-12.4%	-8.7%	14.3%	2.5%	-1.2%
O=C(c1c2c(nc3ccccc13)C(=O)N(C1CCCCC1)C2)N1CCN(c2ccc(F)cc2)CC1	9.9%	.	.	.	1.9%	13.9%	?	3.8%	.
CC(C)C(NC(=O)CCNC(=O)c1ccc(C(C)(C)C)cc1)c1nc2ccccc2[nH]1 (stereo not given)	9.0%	-0.7%	-2.1%	2.3%	-12.1%	-4.4%	?	?	-0.2%
O=C(Cc1cccs1)Nc1ccc(S(=O)(=O)N2CCCC2)cc1	-15.3%	4.6%	14.6%	2.3%	-7.1%	-2.2%[0.397 µM]	?	6.4%	-5.2%
Cc1cccc(NC(=S)NNC(=S)NC2CCCCC2)c1C	2.2%	10.8%	4.4%	4.5%	0.5%	9.7%	20.4%	-1.3%	3.9%
COc1ccc(N2C(=O)C(Cl)=C(Nc3ccccc3O)C2=O)cc1	0.0%	-1.8%	-4.3%	-0.9%	31.2%	-18.1%	-19.9%	-12.6%	-4.8%
CC1=C/C(=N\NC(=S)NCc2ccccc2)CC1	?	10.1%	0.2%	18.2%	?	19.0%	?	?	-9.6%
O=C(c1sc2cc(Cl)ccc2c1Cl)N1CCN(CCc2ccccn2)CC1	-12.0%	-17.4%	-5.1%	-26.1%	8.1%	-5.3%	?	-2.5%	-15.7%
Clc1cccc(-c2ccc(/C=N/n3cnnc3)o2)c1Cl	1.64µM*	7.9%	-8.2%	-2.8%	0.1%	2.8%	6.1%	6.51µM*	7.4%
CCOC(=O)CCCNC(=O)CN1C(=O)NC2(CCCCCC2)C1=O	-1.0%	18.2%	-9.9%	-1.0%	-2.8%	-8.7%	8.0%	2.5%	6.4%
FC(F)(F)c1ccc(Cl)c(NC(=S)NC2CC2)c1	4.8%	12.2%	-4.7%	-0.9%	6.9%	19.9%	4.4%	11.5%	7.9%
CCCS(=O)(=O)NC(=O)C1(C)CCN(C(=O)c2ccc(OC)c(F)c2)C1 (stereo not given)	4.8%	4.1%	-6.2%	.	3.2%	24.0%	10.0%	0.0%	?
COc1ccc(Cl)cc1NC(=O)c1cc(-c2ccccc2O)n[nH]1	?	-3.2%	-4.3%	-108.4%[inhibitor]	14.6%	0.5%	-20.1%	-4.7%	-2.2%
COc1ccccc1C1N=C(c2ccccc2C)NO1 (stereo not given)	-1.3%	8.0%	9.8%	-6.0%	-9.1%	-3.2%	18.4%	-0.9%	1.4%
CN(C)c1ccc(P(=O)(OCc2ccccc2)C(O)c2ccncc2)cc1 (stereo not given)	?	-1.7%	0.8%	-7.5%	13.7%	5.4%	4.9%	11.1%	0.8%
COc1cccc(C(=O)Nc2nc(C)cs2)c1	-10.2%	-0.9%	-2.7%	0.2%[9.22 µM]	-8.4%	22.3%	-27.9%	-16.2%	2.5%
Cc1nn(C(=O)c2ccc([N+](=O)[O-])cc2)c(C)c1Br	-15.7%	9.9%	-6.7%	-19.1%	1.6%	-2.2%	14.0%	6.9%	3.3%
COc1c(C)cc(S(=O)(=O)NCc2ccccn2)c(C)c1C	-18.3%	15.4%	-1.5%	-1.4%	-4.7%	2.6%	6.4%	-1.7%	10.2%
CC(C(=O)N1CCCC1)N(c1ccc(Cl)cc1)S(C)(=O)=O (stereo not given)	-22.2%	-2.4%	-5.5%	.	-1.3%	0.3%	-11.1%	-16.8%	-3.6%
NC(=O)C12CCCC(Br)(CCC1)C2	-1.0%	14.1%	-0.1%	-8.4%	13.9%	-11.6%	2.9%	-6.3%	0.0%
COc1ccccc1C1=NOC(COC(=O)c2ccc([N+](=O)[O-])cc2)C1 (stereo not given)	?	10.7%	0.5%	-6.6%	-2.0%	-12.7%	12.1%	-0.6%	9.3%
N#Cc1c(NC(=O)CCN2C(=O)c3ccccc3C2=O)oc(-c2ccccc2)c1-c1ccccc1	1.0%	0.3%	-4.4%	-14.8%	4.3%	-5.2%	?	2.4%	-1.7%
CC(=O)c1c(C(C)=O)c(C)n(-c2ccc(C(=O)O)cc2)c1C	27.0%	-9.3%	6.5%	-11.5%	-2.8%	-14.1%	11.7%	1.0%	0.3%
CNC(=O)CC1C(=O)N(c2ccc(F)cc2)C(=S)N1NC(=O)c1ccc(Cl)cc1 (stereo not given)	-7.7%	-0.2%	8.2%	-4.2%	-12.4%	-23.2%	1.9%	-9.4%	-4.9%
COC(=O)c1ccc(Nc2nc(C)cc(=O)[nH]2)cc1	9.8%	-0.1%	-4.3%	0.2%	-1.4%	-3.8%	0.7%	2.3%	12.0%
CCOc1ccc(-n2c(O)cc(=O)[nH]c2=O)cc1	25.4%	1.3%	-6.5%	-5.4%	0.7%	-2.9%	-0.1%	-1.4%	-1.8%
COc1cccc(-c2nc(CS(=O)CC(=O)NCCc3ccc(C)cc3)c(C)o2)c1 (stereo not given)	?	-5.6%	7.3%	0.3%	-7.4%	-3.5%	?	-4.1%	4.1%
Cc1ccc(NC(=O)CN(C)C(=O)c2ccc(-n3cncn3)c([N+](=O)[O-])c2)cc1	-19.1%	-9.9%	3.4%	-43.4%[inhibitor]	-3.5%	-16.8%	-19.6%	0.3%	-17.2%

Part of the list above in order of SMILES length, descending:
SMILES	KB-V1 MDR tox	HT1080 IDH1KD tx	GLP-1R agonist	SW480 rerep	GLP1R cytotox	TDP43 rescue	GLP-1R inv ag	KB-3-1 tox	HT1080NT lethal
COc1cccc(-c2nc(CS(=O)CC(=O)NCCc3ccc(C)cc3)c(C)o2)c1 (stereo not given)	?	-5.6%	7.3%	0.3%	-7.4%	-3.5%	?	-4.1%	4.1%
CC(=O)c1c(C(C)=O)c(C)n(-c2ccc(C(=O)O)cc2)c1C	27.0%	-9.3%	6.5%	-11.5%	-2.8%	-14.1%	11.7%	1.0%	0.3%
CCOc1ccc(-n2c(O)cc(=O)[nH]c2=O)cc1	25.4%	1.3%	-6.5%	-5.4%	0.7%	-2.9%	-0.1%	-1.4%	-1.8%

Source: PubChem BioAssay

Random draw from the library; about 9.4% have a hit in one of these screens.
